Assay outcomes as filed in PubChem.
HT1080 viability – cytotoxicity in HT1080 fibrosarcoma cells, cell-based, fluorescence readout (AID 620) | one-dose cytotoxicity, % at 10 µM; EC50 in µM for titrated hits | HT1080 viability, fluorescence; higher % means a stronger effect | 87,000 tested, 0.42% active; in the data active means cytotoxicity above about 50%;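 further: cells exposed to compound overnight then 4 h with Alamar Blue; 0% = vehicle DMSO and 100% = killing control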
An asterisk follows results filed as active. These rows are one share of the data; the hit share may differ from the screen's.

> COc1ccc(CN2C(=O)CN(C3CCCCCC3)C(=O)C2c2ccc(F)cc2)cc1 (stereo unspecified)
  HT1080 viability = -1%

> CCOC(=O)c1ccc(NC(=O)CSc2nnc(C3CC3)n2C)cc1
  HT1080 viability = 19%

> O=C(CSCc1ccc(F)cc1)NCc1ccco1
  HT1080 viability = 10%

> O=C(c1ccco1)N1CCN(c2ncnc3scc(-c4ccccc4)c23)CC1
  HT1080 viability = 13%

> COc1ccc(C(=O)COC(=O)C(CCCCN2C(=O)C3C4C=CC(C4)C3C2=O)N2C(=O)C3C4C=CC(C4)C3C2=O)cc1 (stereo unspecified)
  HT1080 viability = -17%

> O=C(Nc1nccs1)c1cc(S(=O)(=O)N2CCOCC2)c(Cl)cc1Cl
  HT1080 viability = 0%

> COC(=O)c1ccc(NS(=O)(=O)c2cccc3cccnc23)cc1
  HT1080 viability = 3%

> O=C(Cn1nc(-c2ccccc2)c2ccccc2c1=O)Nc1cccnc1
  HT1080 viability = -15%

> CCC1=C2CC[C@H]3C(=O)N(CC)C(=O)[C@H]3[C@H]2[C@@]2(C)C(=NCC(=O)OC)OC(=O)N2C1=O
  HT1080 viability = 8%

> CCOC(=O)n1c(SCC(N)=O)nc2ccccc21
  HT1080 viability = 0%

> CCCC(=O)Nc1nnc(CCN2CCCCC2)s1
  HT1080 viability = 16%

> COC(=O)c1sccc1N/N=C(\C)c1ccc(F)c(Cl)c1
  HT1080 viability = -20%

> Nn1c(-c2ccccc2Cl)nnc1-c1ccccc1Cl
  HT1080 viability = 1%

> CC(=O)c1c(C)nc2ccc(Cl)cn12
  HT1080 viability = 8%

> CCCn1c(N)c(C(=O)CSc2nnnn2-c2ccc(O)cc2)c(=O)n(C)c1=O
  HT1080 viability = 18%

> Cc1nc([N+](=O)[O-])c(Br)n1CC(=O)c1ccc2ccccc2c1
  HT1080 viability = 16%

> Cc1cc(C)n(CC(O)Cn2ccc3ccccc32)n1 (stereo unspecified)
  HT1080 viability = -2%

> O=c1c2cnn(-c3ccc(F)cc3)c2ncn1Cc1ccc(F)cc1
  HT1080 viability = -26%

> COc1cc(C(=O)Nc2ccc(-c3nnc(-c4ccco4)o3)cc2)cc(OC)c1OC
  HT1080 viability = -5%

> C[C@@H]1C=C[C@](Cc2ccccc2)(C(=O)NCCCNc2ncc(C(F)(F)F)cc2Cl)N1C(=O)c1ccccc1
  HT1080 viability = 1%

> N#C/C(=C/c1ccc(N2CCCCC2)o1)c1cccc(F)c1
  HT1080 viability = 11%

> O=C(OCCN1C(=O)c2ccccc2C1=O)c1ccco1
  HT1080 viability = -9%

> CCOC(=O)C1CCCN(CCC(=O)Nc2ccc(C)cc2)C1 (stereo unspecified)
  HT1080 viability = -12%

> Cc1ccc2c(c1)C=CC(C)N2C(=O)c1ccccc1 (stereo unspecified)
  HT1080 viability = -6%

> CCN(CC)CCCn1c(=S)[nH]c2ncccc2c1=O
  HT1080 viability = 2%

> Cc1ccc(C(=O)Nc2ccc3c(c2)OCCO3)o1
  HT1080 viability = -12%

> COC(=O)C1(c2ccccc2)NC(c2cccs2)C2C(=O)N(c3ccccc3)C(=O)C21 (stereo unspecified)
  HT1080 viability = 1%

> CCC(CO)NCc1ccc(OC2CCCC2)cc1 (stereo unspecified)
  HT1080 viability = -1%

> COc1ccc(-n2c(NCCN(C)C)nc3sc4c(c3c2=O)CCCCC4)cc1
  HT1080 viability = -9%

> O=C(CSc1nc2ccccc2c(=O)[nH]1)N1CCN(S(=O)(=O)c2ccccc2)CC1
  HT1080 viability = -9%

> Cc1cc(NC(=O)CSc2ccc(-c3ccccc3)nn2)no1
  HT1080 viability = -19%

> CCOC(=O)c1c(C)[nH]c2c1cc(O)c1ccccc12
  HT1080 viability = 0%

> COc1ccc(NS(=O)(=O)c2cccc(C(=O)OCC(=O)Nc3cc(C)on3)c2)cc1
  HT1080 viability = -2%

> Nc1nc(-c2ccccc2)cs1
  HT1080 viability = -8%

> O=C(CC1SC(N2CCCCC2)=NC1=O)Nc1cccc(C(F)(F)F)c1 (stereo unspecified)
  HT1080 viability = 1%

> Cc1cc(C)n(/N=C/c2c[nH]c3ccccc23)c(=O)c1C#N
  HT1080 viability = 1%

> COc1ccc(CCNC(=O)c2ccc(CS(=O)(=O)c3ccc(Cl)cc3)o2)cc1OC
  HT1080 viability = 10%

> COc1ccc2[nH]c(C)c(C(=O)CN3CCN(C/C=C/c4ccccc4)CC3)c2c1
  HT1080 viability = -5%

> O=c1[nH]nc(Cc2ccccc2)c2ccccc12
  HT1080 viability = 15%

> COc1ccc2cc(C(=O)NCC(=O)O)sc(=O)c2c1OC
  HT1080 viability = -9%

> Cc1cc(C(=O)CSc2ccc(Cl)cc2)cc(C)c1OC(=S)N(C)C
  HT1080 viability = 8%

> CN1C(=O)CC(Sc2ccccc2C(=O)O)C1=O (stereo unspecified)
  HT1080 viability = -4%

> CCOC(=O)c1cc2c(ccn2C)n1CC(=O)N1CCCC(C)C1 (stereo unspecified)
  HT1080 viability = 6%

> Cc1cccc(-c2nnc(SCC(=O)NCc3ccc4c(c3)OCO4)n2C)c1
  HT1080 viability = -8%

> C=CCn1c(C)c(C(C)=O)c(N2CCN(c3ccccc3)CC2)nc1=S
  HT1080 viability = -11%

> COC(=O)C1C(c2ccc(Cl)cc2)NC(c2ccc(Cl)cc2)C(C(=O)OC)S1(=O)=O (stereo unspecified)
  HT1080 viability = 4%

> CNC(=O)c1ccc(-c2sc3nc(N4CCOCC4)c4c(c3c2N)CC(C)(C)OC4)o1
  HT1080 viability = 4%

> C[C@@]1(C(NC(=O)Cc2ccc(C(F)(F)F)cc2)c2ccc(-c3ccccc3)cc2)C[C@H]1C1CCCCC1 (stereo partly specified)
  HT1080 viability = -23%

> CC(=Nc1ccccc1)C1=C(O)CSC1=O
  HT1080 viability = 14%

> Cc1ccc(C(=O)Oc2oc(-c3ccco3)nc2C=Nc2ccc(Cl)cc2)cc1
  HT1080 viability = -7%

> COc1ccc(CC(=O)N2CCc3ccccc32)cc1
  HT1080 viability = -10%

> O=C1c2ccccc2C(=O)c2c1ccc1c(=O)n(C3CCCCC3)[nH]c21
  HT1080 viability = -25%

> CCOc1ncccc1C(=O)OCC(=O)c1ccc(Cl)s1
  HT1080 viability = 6%

> CC(C)(C)n1nnnc1C(c1cccnc1)N1CCN(c2cccc(C(F)(F)F)c2)CC1 (stereo unspecified)
  HT1080 viability = 6%

> C[n+]1cc[nH]c1SCC(=O)c1ccccc1
  HT1080 viability = -2%

> CCc1ccc(OCc2nnc(NC(=O)c3cccs3)s2)cc1
  HT1080 viability = -1%

> COC(=O)C1=C(C)N=C2SC(C)C(=O)N2C1/C=C/c1ccccc1 (stereo unspecified)
  HT1080 viability = -12%

> CCCCCCSc1nc(O)c(C2OC(=O)c3c2ccc(OC)c3OC)c(=O)n1CC (stereo unspecified)
  HT1080 viability = -11%

> Cc1cccc(C(=O)NNC2=C(C(=O)C(F)(F)F)CCC2)c1O
  HT1080 viability = 6%

> CC(=O)C1CCN(Cc2ccccc2)CC1
  HT1080 viability = -9%

> COc1ccc(NS(=O)(=O)c2ccc(SC)cc2)c(OC)c1
  HT1080 viability = -1%

> Cc1nn(CC#N)c(=O)n1-c1ccc(F)cc1
  HT1080 viability = 1%

> Clc1ccc2nc(CSc3nnc4ccccn34)cn2c1
  HT1080 viability = -10%

> COc1ccc(CNC(=O)c2ccc(S(=O)(=O)N3CCCC3)cc2)cc1OC
  HT1080 viability = -21%

> CCn1c(COc2ccc(Cl)cc2)nnc1SCc1nc2ccccc2[nH]1
  HT1080 viability = 0%

> N#Cc1nc(-c2ccccc2F)oc1NCCc1ccccc1
  HT1080 viability = 1%

> CC(=O)NC1=NN(C(C)=O)C(C)(c2cccs2)S1 (stereo unspecified)
  HT1080 viability = 65%*

> CC(C)(C)C(=O)NC1CCN(S(C)(=O)=O)CC1
  HT1080 viability = -4%

> COC(=O)c1cccc(NC(=O)CCCOc2ccccc2)c1
  HT1080 viability = -7%

> COc1ccc(C)cc1NC(=S)NNC(=O)c1ccccc1Cl
  HT1080 viability = -1%

> COCCN(C(=O)C1CC1)c1nnc(-c2ccc(C)cc2)s1
  HT1080 viability = -16%

> CCCC[n+]1ccn(-c2nc3ccccc3nc2[N-]S(=O)(=O)c2ccccc2)c1
  HT1080 viability = 3%

> CCC1=C(OC(=O)N(CC)CC)N2C(=O)OC(=NCC(=O)OC)[C@]2(Cc2ccccc2)[C@H]2C1=CC[C@H]1C(=O)NC(=O)[C@H]12
  HT1080 viability = -6%

> COC(=O)c1ccc(-n2nnnc2SC)cc1
  HT1080 viability = -6%

> COc1ccc(C2(CNC(=O)Cc3ccccc3)CCCC2)cc1OC
  HT1080 viability = 14%

> CCN(Cc1ccccc1)C(=O)COc1cc(=O)n(CC)c2ccccc12
  HT1080 viability = -2%

> COc1ccc(C)cc1S(=O)(=O)N1CCC(C(=O)NCCC2=CCCCC2)CC1
  HT1080 viability = -13%

> Cc1ccc(Nc2ncnc3c2oc2ccccc23)cc1
  HT1080 viability = 0%

> Cc1cc(C)c(OCCOCCN2CCNCC2)c(C)c1
  HT1080 viability = -2%

> CC(C)(C)NS(=O)(=O)c1ccc(OCC(=O)NCCC2=CCCCC2)cc1
  HT1080 viability = -2%

> CC1=C(C(=O)Nc2ccc(Br)cc2)C(c2ccco2)NC(=O)N1 (stereo unspecified)
  HT1080 viability = -10%

> Oc1ccc(-c2cn3c(n2)SCC3)cc1O
  HT1080 viability = 0%

> Cc1ccc(Cn2ccc(NC(=O)c3cc4nc(-c5ccco5)cc(C(F)(F)F)n4n3)n2)cc1
  HT1080 viability = -6%

> O=C(O)CCc1ccc(-c2ccc(F)cc2)n1CC1CCCO1 (stereo unspecified)
  HT1080 viability = 8%

> O=C(N/N=C/c1cccc([N+](=O)[O-])c1)c1ccc2nc[nH]c2c1
  HT1080 viability = -1%

> CCCNC(=O)c1csc2c1CCCCC2
  HT1080 viability = -7%

> CCCOc1ccc(N2C(=O)CC(SC(=NC)Nc3ccc(F)cc3)C2=O)cc1 (stereo unspecified)
  HT1080 viability = -1%

> Clc1ccc(CSc2ncn(-c3ccccc3)n2)cc1
  HT1080 viability = -13%

> COC(=O)[C@@H]1C[C@@H]2CC[C@@H](O)C[C@@H]2N1Cc1ccc(OC)cc1
  HT1080 viability = 7%

> CCN(CC)C(=O)c1ccc2c(=O)n(CCOC)c(=S)[nH]c2c1
  HT1080 viability = 6%

> O=C(CSc1nc2ccccc2c(=O)[nH]1)NCc1ccc(Cl)cc1
  HT1080 viability = 4%

> CCN(CC)C(=O)c1oc2ccc(S(=O)(=O)N3CCCCCC3)cc2c1C
  HT1080 viability = -3%

> CC(C)c1nnc(NC(=O)c2cccnc2)s1
  HT1080 viability = 7%

> CN(C)/C=N/c1cc(=O)n(C)c(=O)n1Cc1ccccc1
  HT1080 viability = 8%

> COc1ccc(C(CC(=O)O)NS(=O)(=O)c2ccc(C)cc2)cc1 (stereo unspecified)
  HT1080 viability = 16%

> Cc1nn(C)cc1CNC(=O)Nc1ccc(Cl)cc1
  HT1080 viability = -9%

> O=C(CN1C(=O)NC2(CCCCCC2)C1=O)Nc1ccc(S(=O)(=O)N2CCOCC2)cc1
  HT1080 viability = -4%

> CCOC(=O)C1=C2SCC(=O)N2C(N)=C(C#N)C1
  HT1080 viability = -6%

> CCC1=C(OC(=O)N(CC)CC)N2C(=O)OC(=NCCc3c[nH]c4ccccc34)[C@]2(Cc2ccccc2)[C@H]2C1=CC[C@H]1C(=O)N(c3ccccc3)C(=O)[C@H]12
  HT1080 viability = 10%

> COc1ccc(NC(=O)c2cc3sccc3n2Cc2ccc(F)cc2)cc1OC
  HT1080 viability = -14%

> Cc1ccc2c(c1)c1c(n2C)C(=O)CCC1
  HT1080 viability = 12%

> COCCNC(=S)NC12CC3CC(CC(C3)C1)C2
  HT1080 viability = 0%

> CCOC(=O)C(CSCC(=O)c1ccc(Cl)cc1)NC(=O)OC(C)(C)C (stereo unspecified)
  HT1080 viability = -6%

> CCc1nc2ccccc2c2nc3ccccc3n12
  HT1080 viability = 23%

> Cc1ccc(S(=O)(=O)N2CCN(S(=O)(=O)N3CCOCC3)CC2)c(C)c1
  HT1080 viability = -8%

> OCCN=Cc1c(O)[nH]c2ccccc12
  HT1080 viability = -12%

> Cc1nnc(N(C)C(=O)c2ccccn2)s1
  HT1080 viability = -5%

> CCN(CC)C(=O)CSc1nc(O)c(Cc2ccccc2)c(=O)n1-c1ccccc1
  HT1080 viability = -17%

> CN(C)C(=O)CN(c1ccc2c(c1)OCO2)S(C)(=O)=O
  HT1080 viability = 1%

> CCCCNC(c1ccccc1)c1ccncc1 (stereo unspecified)
  HT1080 viability = -2%

> Cc1cc(=O)[nH]c(SCC(=O)NCCc2ccccc2)n1
  HT1080 viability = -9%

> CC(CN1CCCCC1)OC(=O)C1c2ccccc2Oc2ccccc21 (stereo unspecified)
  HT1080 viability = -12%

> Cc1ccccc1N1CC(=O)N(c2ccccc2C)CC1=O
  HT1080 viability = 2%

> CC(=O)Nc1cccc(OCC(O)Cn2c(C)nc3ccccc32)c1 (stereo unspecified)
  HT1080 viability = -20%

> COCCNC(=O)C(c1ccc(C)o1)N(Cc1ccco1)C(=O)c1snc(C(N)=O)c1N (stereo unspecified)
  HT1080 viability = 10%

> C/C(=N\NC(N)=S)C12CC3CC(CC(C3)C1)C2
  HT1080 viability = -12%

> O=C(NCc1ccccc1)c1ccc2c(=O)n(CCCN3CCCC3=O)c(=S)[nH]c2c1
  HT1080 viability = -1%

> CCOc1ccc(NC(=O)CSc2nc(C)cc(C)n2)cc1
  HT1080 viability = 0%

> COc1ccc(Nc2nnc(SCC(=O)N3CCCC3)s2)cc1
  HT1080 viability = 24%

> Cc1ccc(C)c(OCC(=O)N2CCOCC2)c1
  HT1080 viability = 1%

> CN1c2ccccc2Oc2c(c(=O)n(C)c(=O)n2C)C1c1cccc([N+](=O)[O-])c1 (stereo unspecified)
  HT1080 viability = -14%

> Cc1cc(NC(=O)C2CC(c3ccc(Cl)cc3)=NO2)no1 (stereo unspecified)
  HT1080 viability = -8%

> COCc1cc(C)nc(NCCc2ccccc2)c1C#N
  HT1080 viability = -15%

> O=C(CSc1ncnc2sc3c(c12)CCCC3)c1ccccc1
  HT1080 viability = 9%

> O=S(=O)(Nc1cccc2c1ccc1cccn12)c1cccs1
  HT1080 viability = -5%

> CCOc1ncccc1C(=O)OCC(=O)Nc1c(C)cc(C)cc1C
  HT1080 viability = -15%
